# Screens from PubChem.
# M4 antag: human M4 muscarinic receptor antagonists, primary screen, CHO cells, Fluo-8 calcium fluorescence; inhibition, % at 3 µM; CHO-hM4 cells, ACh EC80; actives 0.73% (n = 360,000); Muscarinic acetylcholine receptor M4 (Homo sapiens), P08173;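 active = inhibition above its plate's cutoff, the mean inhibition of sample wells plus 3 SD, cut at about 27% in these data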;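 note: 0% = acetylcholine EC80 with DMSO and 100% = DMSO without agonist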
# Target sequence (P08173 whole entry, looked up): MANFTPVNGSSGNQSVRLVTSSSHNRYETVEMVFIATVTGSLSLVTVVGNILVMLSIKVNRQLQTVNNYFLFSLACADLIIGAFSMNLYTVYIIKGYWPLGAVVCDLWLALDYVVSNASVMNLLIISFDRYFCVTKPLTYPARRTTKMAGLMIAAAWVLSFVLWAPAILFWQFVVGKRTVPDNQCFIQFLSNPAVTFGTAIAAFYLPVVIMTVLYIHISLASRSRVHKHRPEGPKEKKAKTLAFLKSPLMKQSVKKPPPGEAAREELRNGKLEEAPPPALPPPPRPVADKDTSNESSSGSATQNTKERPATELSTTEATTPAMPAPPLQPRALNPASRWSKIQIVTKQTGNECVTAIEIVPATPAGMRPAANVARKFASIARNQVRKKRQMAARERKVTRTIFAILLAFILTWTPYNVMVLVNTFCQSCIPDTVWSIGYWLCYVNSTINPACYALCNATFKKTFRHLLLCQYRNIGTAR
# CHO parental Ca: ATP-evoked calcium signal inhibitors, parental CHO, primary screen, counter-screen for OX1R antagonist project, cell-based, fluorescence, Fluo-8 calcium dye | actives 0.63% (n = 330,000) | inhibition, % at 5.6 µM | AID 463079, 2010 | parental CHO-K1, ATP-induced calcium, Fluo-8 fluorescence;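 active = inhibition above that plate's mean sample inhibition plus 3 SD, cut at about 26% in these data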;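 note: 0% = ATP-challenged DMSO wells and 100% = DMSO wells without ATP; some compounds past the cut are filed as inactive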
#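 Test system: untransfected parental CHO cell line; also added: ATP stimulus; dosing: 5.6 µM, single dose; signal: calcium-sensitive Fluo-8 fluorescence; measure: percent inhibition of ATP-evoked calcium rise, normalized to controls; benchmarks: low control ATP plus DMSO, high control DMSO only; replication: one well per compound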
# CHRM1 PAM: human M1 muscarinic receptor positive allosteric modulators, primary screen, CHO-K1 cells, Fluo-8 calcium fluorescence, 1536-well; Muscarinic acetylcholine receptor M1 (Homo sapiens), P11229; CHO-K1 hM1, ACh EC20; 0% = ACh EC20, 100% = maximal ACh; activation, % at 3 µM; actives 0.088% (n = 360,000); in the data active = activation above about 19%, passing the limit was not always enough
# CHRM1 antagonist: human M1 muscarinic receptor antagonists, primary screen, CHO-K1 cells, Fluo-8 calcium fluorescence, 1536-well | CHO-K1 hM1, ACh EC80 antagonist | inhibition, % at 3 µM | actives 1.3% (n = 360,000) | AID 588852, 2011;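 active = percent inhibition above its own plate's cutoff, namely the mean of that plate's compound wells plus 3 SD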;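 note: peak over basal fluorescence ratio during 140 s after agonist addition; 0% = ACh EC80 plus DMSO and 100% = DMSO alone without agonist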
# M4 ag: human M4 muscarinic receptor agonists, primary screen, CHO-K1 cells, Fluo-8 calcium fluorescence; Muscarinic acetylcholine receptor M4 (Homo sapiens), P08173; CHO-K1 hM4/Gqi5; vehicle 0%, full acetylcholine response 100%; activation, % at 3 µM; actives 0.14% (n = 360,000); AID 624127, 2012;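 active = activation above the run mean over all test wells plus 3 SD, cut at about 32% in these data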;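 note: peak over basal fluorescence ratio per well then scaled between controls; 0% = DMSO wells and 100% = acetylcholine at EC100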
# CHRM1 agonist: human M1 muscarinic receptor agonists, primary screen, Fluo-8 calcium fluorescence, CHO-K1 cells, HTS. Muscarinic acetylcholine receptor M1 (Homo sapiens), P11229. CHO-K1 hM1, agonist mode; 0% DMSO, 100% acetylcholine EC100. activation, % at 3 µM. actives 0.33% (n = 360,000);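 active = activation above the run's mean compound activation plus 3 SD, cut at about 16% in these data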;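 note: peak over basal fluorescence ratio within a 140 s kinetic read after compound addition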
# M1 ag parental: counter-screen for M1 agonists: effect in parental CHO-K1 cells; Fluo-8 calcium fluorescence; scaled to maximal ATP response, vehicle zero; activation, % at 3 µM; actives 0.48% (n = 360,000); AID 602248, 2012; in the data active = activation above about 15%;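 note: untransfected CHO-K1 host cells lacking M1 receptor as counterscreen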
# OXTR potentiate: human OXTR potentiators, primary screen, fluorescence, CHO-OTR cells, Fluo-8 calcium; Fluo-8 calcium fluorescence, potentiator mode; 0% = oxytocin EC15, 100% = EC100; actives 0.061% (n = 320,000); AID 2445, 2010; activation, % at 3 µM;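 active = activation above that plate's cutoff, the mean activation of tested compounds plus 3 SD, cut at about 6.6% in these data, passing the limit was not always enough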;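 note: 100% uses oxytocin at 75 nM as the full agonist control; some results filed as inactive read as strong as hits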
# Target sequence (P30559 whole entry, looked up): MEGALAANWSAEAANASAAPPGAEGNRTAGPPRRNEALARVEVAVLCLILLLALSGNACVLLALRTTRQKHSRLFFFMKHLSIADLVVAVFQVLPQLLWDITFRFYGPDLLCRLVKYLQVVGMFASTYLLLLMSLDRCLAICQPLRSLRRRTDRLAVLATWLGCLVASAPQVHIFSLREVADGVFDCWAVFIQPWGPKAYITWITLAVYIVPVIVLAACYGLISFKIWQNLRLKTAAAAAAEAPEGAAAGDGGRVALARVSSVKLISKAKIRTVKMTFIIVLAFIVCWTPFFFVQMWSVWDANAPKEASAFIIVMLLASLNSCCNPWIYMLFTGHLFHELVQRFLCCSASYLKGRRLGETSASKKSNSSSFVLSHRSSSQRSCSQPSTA
#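 Assay system: CHO cell line stably expressing human OTR | Also added: Oxytocin at about EC15, sub-maximal agonist stimulus | Times: Compound 6 min at room temperature before oxytocin, 100 s read | Measured by: Fluo-8 intracellular calcium fluorescence, ex 470-495, em 515-575 nm | Controls: EC15 oxytocin alone as 0%, 75 nM oxytocin as 100%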
# CHO-K1 Ca antag: M1 antagonist counterscreen hit in parental CHO-K1 cells; ATP-induced calcium, Fluo-8 fluorescence; inhibition, % at 3 µM; actives 0.6% (n = 360,000); AID 602250;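 active = inhibition above a per-plate cutoff, the plate's mean sample inhibition plus 3 SD, cut at about 24% in these data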;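 note: 0% = DMSO plus EC80 ATP and 100% = DMSO alone without ATP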
# Starred values were filed as active, the others as inactive; nt = no result given.
1	O=C(CCNC(=O)c1ccc(Cl)cc1)NN1C(=O)NC2(CCCCC2)C1=O
2	O=C(CCn1c(=O)sc2ccccc21)Nc1nccs1
3	O=C(COC(=O)[C@@H]1CCCN1S(=O)(=O)c1ccc(Cl)cc1)NC1CC1
4	COc1ccc(CN2CCCCC2C(=O)Nc2ccc(OC)c(OC)c2)cc1OC (stereo not given)
5	C[C@H](NC(=O)c1nc[nH]c1C(=O)N[C@@H](CCCCNC(=O)OC(C)(C)C)C(=O)OC(C)(C)C)C(=O)OCc1ccccc1
6	O=C(NCc1cccc(C(F)(F)F)c1)c1cc(-c2ccccc2)nn1CC1CC(c2cccnc2)=NO1 (stereo not given)
7	O=C1CC(c2ccccc2)n2nc(NC(=O)c3cccs3)nc2N1 (stereo not given)
8	OC(c1ccc(Cl)cc1)C(CN1CCOCC1)c1ccccc1 (stereo not given)
assay / entry	1	2	3	4	5	6	7	8
M4 antag	1	0	-2	-5	1	-18	4	-7
CHO parental Ca	-4	-16	-4	-13	-18	11	-9	-21
CHRM1 PAM	-1	9	4	10	-1	2	6	15
CHRM1 antagonist	1	-11	0	-30	2	6	-12	-20
M4 ag	0	2	1	1	5	11	1	2
CHRM1 agonist	-2	-4	-2	-6	-5	0	0	-8
M1 ag parental	0.1	0.8	1.6	0.1	-0.5	1.0	0.1	1.6
OXTR potentiate	4	-11	-5	-4	-14	-10	4	-9
CHO-K1 Ca antag	0	-13	-8	-22	-19	-6	-14	-9

# Ordered by SMILES length (lowest first): 3 of the compounds above
8	OC(c1ccc(Cl)cc1)C(CN1CCOCC1)c1ccccc1 (stereo not given)
7	O=C1CC(c2ccccc2)n2nc(NC(=O)c3cccs3)nc2N1 (stereo not given)
6	O=C(NCc1cccc(C(F)(F)F)c1)c1cc(-c2ccccc2)nn1CC1CC(c2cccnc2)=NO1 (stereo not given)
assay / entry	8	7	6
M4 antag	-7	4	-18
CHO parental Ca	-21	-9	11
CHRM1 PAM	15	6	2
CHRM1 antagonist	-20	-12	6
M4 ag	2	1	11
CHRM1 agonist	-8	0	0
M1 ag parental	1.6	0.1	1.0
OXTR potentiate	-9	4	-10
CHO-K1 Ca antag	-9	-14	-6

# Next entries
9	COc1ccccc1C1C(C#N)=C(N)Oc2c1oc(CO)cc2=O (stereo not given)
10	O=C(O)COc1ccccc1/C=N/NC(=O)CSc1nc2ccccc2n1Cc1ccccc1Cl
11	COc1ccc(/C=C2\Cc3ccccc3C2=O)cc1OC
12	Cc1ccc(NC2CCCN(C(=O)c3ccc(F)cc3)C2)cc1C (stereo not given)
13	COc1cccc(C(=O)Nc2ccc(NC(=O)C3CC3)cn2)c1
14	O=C(c1cccs1)N1CCN(c2nnc(-c3ccccc3)c3ccccc23)CC1
15	O=C(COc1ccc(Cl)cc1)NC(=S)Nc1ccccc1N1CCOCC1
16	O=C1C2CC=C(Cl)CC2C(=O)N1CCc1ccccc1 (stereo not given)
assay / entry	9	10	11	12	13	14	15	16
M4 antag	-1	-4	0	1	4	2	6	-2
CHO parental Ca	1	-14	nt	-13	-10	-32	-32	-9
CHRM1 PAM	4	6	-5	-1	0	-19	4	5
CHRM1 antagonist	-8	-28	12	10	-11	24	1	-16
M4 ag	1	2	0	1	2	13	0	1
CHRM1 agonist	-1	-5	-8	-2	1	-6	1	-6
M1 ag parental	0.3	-0.3	0.7	0.1	-0.1	4.0	2.9	1.5
OXTR potentiate	1	-2	nt	-4	-14	-8	-2	1
CHO-K1 Ca antag	19	-15	-17	-4	4	-8	5	-24

17	Cc1onc(-c2ccccc2)c1C(=O)Nc1nnc(C(C)(C)C)s1
18	CC(Cc1ccccc1)NC(=O)/C=C/c1ccc([N+](=O)[O-])cc1 (stereo not given)
19	CN(C)c1ccc(C(=O)NNC(=O)Nc2ccccc2)cc1
20	Cc1ccccc1CC1(CO)CCCN(C(=O)CCC(F)(F)F)C1 (stereo not given)
21	CN(C)C(CNC(=O)C1CCN(S(=O)(=O)c2ccc(Cl)cc2)CC1)c1ccccc1 (stereo not given)
22	COc1cc(C(=O)OCC(=O)Nc2ccc(S(=O)(=O)NC3=NCCCCC3)cc2)cc(OC)c1OC
23	C[C@H]1COc2cccc(N(C)CCO)c2S(=O)(=O)N1
24	CCCCNC(=O)CCC(=O)Nc1ccc2nc(N3CCCCC3)cc(C)c2c1
assay / entry	17	18	19	20	21	22	23	24
M4 antag	3	3	0	12	-6	-2	5	-4
CHO parental Ca	-37	0	-8	-15	-17	-9	nt	-20
CHRM1 PAM	7	7	10	2	-4	12	nt	7
CHRM1 antagonist	-6	-5	-3	-2	-8	-15	nt	1
M4 ag	3	1	0	1	2	0	1	2
CHRM1 agonist	-4	-7	-6	-3	-8	-1	nt	-7
M1 ag parental	12	1.6	0.7	0.6	1.2	0.2	0.7	1.3
OXTR potentiate	7	-12	-7	-8	-3	5	nt	-6
CHO-K1 Ca antag	-4	-1	-10	1	-13	-6	-11	-13

25	CCCCn1nc(C(=O)NC2=NCCS2)c2ccccc2c1=O
26	CCOC(=O)c1cc2c(ccn2C)n1CC(=O)N1C(C)CCCC1C (stereo not given)
27	O=c1oc2ccccc2c(NC2CCCCC2)c1NS(=O)(=O)c1ccc(F)c(Cl)c1
28	Cc1cccc(NC(=O)Cn2cc(C(=O)C3CC3)c3ccccc32)c1
29	Cc1[nH]c(C)c(S(=O)(=O)Nc2ccccc2)c1C(=O)N1CCCC1
30	COc1ccc(C(=O)/C=C\N2CCOCC2)cc1
31	CC(C)[C@H](NC(=O)NC1CCN(Cc2ccccc2)CC1)C(=O)O
32	COc1ccccc1NS(=O)(=O)c1ccccc1C#N
assay / entry	25	26	27	28	29	30	31	32
M4 antag	2	-5	-9	9	6	11	-9	-10
CHO parental Ca	-24	-17	-14	-13	-17	-14	-3	-5
CHRM1 PAM	1	4	6	-7	1	11	4	-4
CHRM1 antagonist	0	2	-12	10	3	-10	-9	2
M4 ag	5	1	-1	6	0	0	0	0
CHRM1 agonist	-2	-1	-2	-2	-2	-2	-3	-3
M1 ag parental	1.5	-0.2	-0.2	2.4	1.2	0.1	3.1	-0.2
OXTR potentiate	-11	-13	-3	-9	-2	-5	-2	5
CHO-K1 Ca antag	0	-10	-20	-5	-5	-5	0	-2

33	CCOC1=C/C(=C/c2c(N)n3nc(-c4ccccc4)sc3nc2=O)C=CC1=O
34	CC1CN(C(=O)C2CC(=O)N(c3ccc(Cl)cc3)C2)CC(C)O1 (stereo not given)
35	Clc1ccc(Cl)c(Oc2ccc(Oc3nc(Cl)ccc3Cl)cc2)n1
36	O=C(NCCCNC(=O)c1ccc(-c2cc(Cl)ccc2Cl)o1)c1cnccn1
37	O=C(Nc1ccccc1)NC1CCCCCCC1
38	Cc1c(CC(=O)O)c(=O)oc2cc3oc4c(c3cc12)CCCC4
39	CCOC(=O)C(NC(=O)c1ccccc1)(OCC1(CC)COC1)C(F)(F)F (stereo not given)
40	CCOc1ccccc1C(=O)OCC(=O)NCCc1ccc(OC)cc1
assay / entry	33	34	35	36	37	38	39	40
M4 antag	6	-4	-3	0	8	-9	-3	-1
CHO parental Ca	nt	-6	5	-9	-10	5	-24	-17
CHRM1 PAM	-2	-2	8	2	6	12	3	6
CHRM1 antagonist	-1	-7	-10	0	-6	-17	-1	-2
M4 ag	2	1	0	9	0	0	0	1
CHRM1 agonist	-3	-2	0	-2	-3	-2	-4	-3
M1 ag parental	0.6	0.7	1.7	4.1	1.7	0.4	0.1	3.1
OXTR potentiate	nt	-2	-4	-7	1	1	-7	0
CHO-K1 Ca antag	12	-13	-4	-11	11	-4	-8	12

41	COc1ccc(C(=O)O)nc1C
42	NC(c1csc(Nc2nncc3ccccc23)n1)C1CCCCC1 (stereo not given)
43	CCc1ccc(CN(C)C(=O)C2CCC(=O)N(Cc3ccccn3)C2)cc1 (stereo not given)
44	Cc1ccc(Cl)cc1Nc1nc(-c2sc(NC(=O)c3ccco3)nc2C)cs1
45	COCC(C)NC(=O)COc1ccc(Cl)cc1Cl (stereo not given)
46	CC(C)CN1C=C2C(=O)C(C)(OC(=O)C3CCCC3)C(=O)C=C2C=C1c1ccsc1 (stereo not given)
47	COc1ccc(CNC(=O)CSc2ccsc2[N+](=O)[O-])cc1
48	COc1ccc(-c2nc(N)nc(C(F)(F)F)c2-c2cscn2)c(O)c1
assay / entry	41	42	43	44	45	46	47	48
M4 antag	-11	12	-13	-14	-1	6	4	6
CHO parental Ca	-3	nt	-11	-31	-4	-13	-6	-7
CHRM1 PAM	8	4	9	7	16	-17	0	6
CHRM1 antagonist	-4	2	-22	-3	-21	20	3	-28
M4 ag	2	25	2	1	2	0	1	0
CHRM1 agonist	-2	4	-2	-5	0	-9	-9	-2
M1 ag parental	1.1	4.5	0.6	-0.3	0.9	0.1	1.4	0.3
OXTR potentiate	-4	nt	-6	2	-4	0	-6	-2
CHO-K1 Ca antag	-11	5	-12	-13	-12	-13	-4	-1

49	Cc1cc(N2CCN(C)CC2)nc2ccc(NC(=S)NCCCN3CCc4ccccc4C3)cc12
50	Cc1csc(NC(=O)NCC2CCCC(CNC(=O)Nc3nc(C)cs3)C2)n1 (stereo not given)
51	CN(C(=O)COc1ncnc2ccc(Br)cc12)C1CCCCC1
52	COc1ccc(CCn2c(=N)c(C(=O)NCC3CCCO3)cc3c(=O)n4cccc(C)c4nc32)cc1 (stereo not given)
53	Cc1cccc(NC(=O)C2CCCN(S(=O)(=O)c3cccc4nsnc34)C2)n1 (stereo not given)
54	CCOC(=O)C1CCCN(C(=O)CSc2ccccc2)C1 (stereo not given)
55	Cc1ccsc1C(=O)OCc1nc2ccsc2c(=O)[nH]1
assay / entry	49	50	51	52	53	54	55
M4 antag	3	-10	-11	-9	0	-7	-4
CHO parental Ca	-9	-22	nt	-17	-27	-4	-12
CHRM1 PAM	-9	2	11	1	0	13	0
CHRM1 antagonist	12	-14	-8	16	-19	-16	5
M4 ag	0	0	2	9	5	1	0
CHRM1 agonist	-7	-7	-4	-6	-1	2	-3
M1 ag parental	-0.3	0.1	0.6	2.0	2.9	-0.1	0.1
OXTR potentiate	-3	-13	nt	-8	-3	-1	-8
CHO-K1 Ca antag	-10	-19	-7	7	-14	-14	15

# Taken from above.
# Cc1cccc(NC(=O)C2CCCN(S(=O)(=O)c3cccc4nsnc34)C2)n1 (stereo not given) @ CHRM1 PAM: 0
# CCOC(=O)C1CCCN(C(=O)CSc2ccccc2)C1 (stereo not given) @ OXTR potentiate: -1
# Cc1cc(N2CCN(C)CC2)nc2ccc(NC(=S)NCCCN3CCc4ccccc4C3)cc12 @ CHRM1 agonist: -7
# COc1ccc(CCn2c(=N)c(C(=O)NCC3CCCO3)cc3c(=O)n4cccc(C)c4nc32)cc1 (stereo not given) @ M1 ag parental: 2.0
